From PubChem BioAssay
Pf growth 48h = Primary qHTS for delayed death inhibitors of the malarial parasite plastid, 48 hour incubation. P. falciparum luciferase growth in erythrocytes, 48 h. Potency, µM (doses to about 28.7 µM), inactives show at the top dose activity change, negative = inhibition, actives largely listed as inhibitors. 310,000 compounds, 5.9% hits. AID 504832, 2011; also: potency is read from the fitted curve at half-maximal effect; % is scaled to controls: 0 for no effect and ±100 for the full control effect
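Cell-based growth assay: transgenic P. falciparum expressing firefly luciferase, cultured in red cells within RPMI 1640 containing 0.5% w/v Albumax, 24 mM bicarbonate and gentamycin. A drop in luciferase activity indicates inhibition.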
Tb PYK inh = qHTS of Trypanosoma Brucei Inhibitors; pyruvate kinase (Trypanosoma brucei), Q57TT1; TbPYK enzyme, Kinase-Glo Plus ATP luminescence, 45 min; Potency, µM (top dose mostly 76.8 µM), for the others: top-dose activity, negative = inhibition, most hits filed as inhibitors; 410,000 compounds, 0.12% hits; also: potency is read from the fitted curve at half-maximal effect; % is scaled to controls: 0 for no effect and ±100 for the full control effect; nearly all actives have a fitted effect of over 50% in size
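In this concentration-response screen, enzyme-free wells defined baseline while DMSO plates tracked drift. Each reaction combined TbPYK, substrate, compound and 130 uM ADP for 45 min at room temperature. Kinase-Glo Plus luminescence gave the signal.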
Pf growth 96h = Primary qHTS for delayed death inhibitors of the malarial parasite plastid, 96 hour incubation; P. falciparum luciferase reporter growth, 96 h; 320,000 compounds, 6.9% hits; Potency, µM (doses to about 28.7 µM), for inactives: at the highest dose activity change, negative = inhibition, most hits filed as inhibitors; also: potency is read from the fitted curve at half-maximal effect; % is scaled to controls: 0 for no effect and ±100 for the full control effect
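Two parasite generations (96 h, 37 C, 5% CO2) of compound exposure in infected erythrocytes (0.05% parasitemia, 2% hematocrit). Luciferase-reporter P. falciparum; decreased luminescence indicates inhibited growth, aimed at apicoplast-acting delayed death.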
Shiga toxin inh = A qHTS for Small Molecule Inhibitors of Shiga Toxin | inhibition, % at 38.7 µM | AID 2315, 2010 | Vero cells, Shiga toxin protein synthesis inhibition reporter | 290,000 compounds, 9.2% hits; in the data active = inhibition mostly above about 28%, no sharp cut-off; inactive = mostly below about 43%; also: 0% is about no effect
Cycloheximide cs = Cycloheximide Counterscreen for Small Molecule Inhibitors of Shiga Toxin; cell reporter, cycloheximide protein synthesis inhibition counterscreen; AID 2314, 2010; max response, %; 300,000 compounds, 12% hits; in the data active = max response mostly above about 13%, no sharp cut-off; inactive = mostly below about 14%; also: read at 38.3 µM for the half of the compounds with a filed dose; 0% is about no effect
AMA1-RON2 inh = qHTS for Inhibitors of AMA1-RON; Towards Development of Antimalarial Drug Lead: Primary Screen | AlphaScreen AMA1-biotinylated RON2 peptide binding | AID 720542, 2013 | 360,000 compounds, 0.2% hits | Potency, µM (titrated, usually from 58.2 µM), inactives show at the top dose activity change, negative = inhibition, most hits filed as inhibitors;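 also: potency is read from the fitted curve at half-maximal effect; 0% = vehicle wells and -100% = peptide control; nearly all actives have a fitted effect of over 45% in size; some results filed as inactive show a strong effect at the top dose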
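AMA1 (3D7) with his tag at 25 nM final met compounds first, then biotinylated RON2 peptide at 25 nM; detection used donor plus acceptor beads, 10 µg/mL apiece, read by AlphaScreen after 30 min at room temperature.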
LmPK inhibitor = qHTS Assay for Inhibitors of Leishmania Mexicana Pyruvate Kinase (LmPK); Q27686; Potency, µM (titrated, usually from 57.5 µM), for inactives: at the highest dose activity change, negative = inhibition, actives largely listed as inhibitors; 290,000 compounds, 0.37% hits; purified LmPK, Kinase-Glo ATP luminescence, 1 h; AID 1721, 2009; also: potency is read from the fitted curve at half-maximal effect; % is scaled to controls: 0 for no effect and ±100 for the full control effect
Target sequence (Q27686 whole entry, looked up): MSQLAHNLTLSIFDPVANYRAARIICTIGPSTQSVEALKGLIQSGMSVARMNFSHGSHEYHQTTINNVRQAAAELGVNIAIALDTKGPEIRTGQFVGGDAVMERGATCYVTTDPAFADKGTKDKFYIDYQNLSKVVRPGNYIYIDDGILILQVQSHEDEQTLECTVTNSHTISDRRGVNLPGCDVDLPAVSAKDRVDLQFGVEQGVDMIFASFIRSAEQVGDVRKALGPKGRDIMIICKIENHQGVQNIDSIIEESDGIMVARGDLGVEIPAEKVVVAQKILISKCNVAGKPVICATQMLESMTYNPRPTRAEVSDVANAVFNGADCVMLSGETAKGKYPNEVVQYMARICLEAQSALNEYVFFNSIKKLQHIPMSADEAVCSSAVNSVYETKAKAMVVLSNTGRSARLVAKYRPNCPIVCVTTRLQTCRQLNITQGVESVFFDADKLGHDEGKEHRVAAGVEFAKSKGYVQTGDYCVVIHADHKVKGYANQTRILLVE
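In 50 mM imidazole pH 7.2 with 7 mM MgCl2, LmPK (0.1 nM) turned over PEP (0.5 mM) and ADP (0.1 mM) for 1 h at room temperature. Luciferase read-out of ATP.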
* = called active by the depositor; ? = inconclusive; / = no result given; [ ] = another dose, or the depositor's remark. Unless noted, calls follow the shape of the dose curve; as a rule, active = well fitted curve in the direction sought with a large enough effect; inconclusive = small, poorly fitted or top-dose-only effect, or another doubt; inactive = no such curve, though single readings can be large; an effect the other way counts as inactive or inconclusive.

Structure | Pf growth 48h | Tb PYK inh | Pf growth 96h | Shiga toxin inh | Cycloheximide cs | AMA1-RON2 inh | LmPK inhibitor
COc1cc([N+](=O)[O-])ccc1NC(=S)NNC(=O)c1ccc2c(c1)OCO2 | 36%[activator] | 5% | 1% | 13 | -2 | 107%[activator] | -3%
O=C(CSc1nnc(NC(=O)c2c(F)cccc2F)s1)NCc1ccccc1 | 23% | 0% | 19% | -8 | -2 | 9% | 3%
CCOc1cc(/C=N/NC(=O)c2cc(C3CC3)[nH]n2)ccc1O | 0% | -4% | 0% | 24 | 6 | 37%[activator] | 5%
COC(=O)C(NC(C)=O)(Nc1nc(C)cs1)C(F)(F)F (centres undefined) | / | 3% | 42% | 40 | -1 | 3% | 15%
COc1ccccc1/C=C/C(=O)Nc1ccc(S(=O)(=O)Nc2cc(C)nc(C)n2)cc1 | -22% | -1% | 11% | -3 | -4 | 3% | 1%
CC(NC(=O)CCc1nnc(Cc2cccc(C(F)(F)F)c2)o1)C1CC1 (centres undefined) | 3% | 7% | 32%[activator] | 92* | 53* | 1% | -2%
Cc1ccccc1OCC(O)CN1CCN(CC(O)COc2ccccc2C)CC1 (centres undefined) | ? | -2% | 1.5µM* | 20 | -2 | -6% | -1%
CC(=O)Oc1ccc(/C=C2/Oc3ccccc3C2=O)cc1 | 14% | -4% | 8% | 49* | 32* | -6% | -21%
CCOc1cc(C(C#N)N2CCCCC2)ccc1OC (centres undefined) | -3% | -4% | 167%[activator] | -5 | 2 | 2% | -9%
CCN(CC)S(=O)(=O)c1ccc(NC(=O)CCNC(=O)c2ccccc2)cc1 | 11%[0.00184 µM] | 2% | ? | 8 | -6 | -8% | 0%
Cn1c(=O)c2c(nc(CN3CCN(C(=O)c4ccco4)CC3)n2CCCO)n(C)c1=O | 15% | 7% | ? | -6 | -2 | -9% | 4%
Cc1ccc(C(=O)NCC(=O)N2CCCCCCC2)cc1C | 39%[activator] | 6% | 32%[activator] | / | / | -1% | /
NNc1nc2c(Cl)ccc(Cl)c2s1 | 3% | -3% | ? | -3 | -1 | 32%[activator] | -8%
COC(=O)Cn1cc(/C=C2\C(=O)NC(=O)N(c3ccccc3)C2=O)c2ccccc21 | 28% | -2% | 20% | 9 | 2 | 1% | -1%
O=C(NCCN1CCN(Cc2ccc([N+](=O)[O-])cc2)CC1)C(=O)Nc1ccccc1 | 10% | 3% | 15% | -3 | 14 | -1% | 0%
Cc1c(C(=O)OC(C)C)[nH]c2c1C(=O)CC(C)(C)C2 | 2% | -5% | / | -2 | 11* | 26% | 4%
COc1ccc(CCNC(=O)CSc2nnc(-c3ccccc3)c3ccccc23)cc1OC | ? | 5% | ? | -15 | -1 | -6% | -3%
COC(=O)C1CCCCN1C(=O)c1ccc2oc(Cc3ccccc3)nc2c1 (centres undefined) | -3% | -7% | 8% | 83* | 67* | 0% | -7%
COc1ccc(OCC(=O)N2CCN(C(=O)c3cccs3)CC2)cc1 | 7% | -5% | / | 12 | -2 | -15% | 0%
N#Cc1ccc(Cn2c(=O)c(C#N)c3n(c2=O)CCC3)cc1 | 18% | -1% | 8% | 55 | -4 | 16% | -1%
COc1cccc(OC)c1NC(=O)c1nc2c(nnn2Cc2ccccc2Cl)c(=O)[nH]1 | 37%[activator] | -3% | 6% | 8 | 8 | 80%[activator] | 4%
COC(=O)c1ccc(Cn2cnc3c(cnn3-c3ccc(F)cc3)c2=O)o1 | 2% | 4% | -19% | -16 | -6 | 5% | 7%
CCC(C)c1ccc(OCCn2ccnc2)cc1 (centres undefined) | ? | -6% | 51%[activator] | -7 | 5 | -10% | -3%
Cc1c(Cl)cccc1NC(=O)CSC(C)c1nc2ccccc2c(=O)[nH]1 (centres undefined) | 11% | 2% | ? | -4 | -3 | -12% | -6%
CCOC(=O)N1CCN(c2nc(SC)nc3sc4c(c23)CC(C)(C)OC4)CC1 | 3.7µM* | -2% | / | 3 | -1 | -3% | -4%
Nc1ccc2ncccc2c1 | ? | -28% | ? | 136* | 48* | 18% | -10%
O=C(O)CCC(=O)N1CCc2cc(S(=O)(=O)N3CCCCC3)ccc21 | 25% | 2% | ? | -8 | 1 | 5% | -2%
COc1ccc(OC)c(NC(=O)CCc2nnc3ccc(NCc4ccco4)nn23)c1 | -3% | -3% | ? | -8 | 1 | 10% | -12%
CCc1ccc(NC(=O)CS(=O)CC(=O)Nc2ccc(F)cc2F)cc1 (centres undefined) | 0% | 4% | / | 18 | -1 | -19% | 0%
O=C(CSc1nnnn1-c1cccnc1)Nc1ccc(OCc2ccccc2)cc1 | -2% | 8% | -16% | 17 | -1 | -1% | 0%

The list goes on; the last 3 above are carried over.
Structure | Pf growth 48h | Tb PYK inh | Pf growth 96h | Shiga toxin inh | Cycloheximide cs | AMA1-RON2 inh | LmPK inhibitor
COc1ccc(OC)c(NC(=O)CCc2nnc3ccc(NCc4ccco4)nn23)c1 | -3% | -3% | ? | -8 | 1 | 10% | -12%
CCc1ccc(NC(=O)CS(=O)CC(=O)Nc2ccc(F)cc2F)cc1 (centres undefined) | 0% | 4% | / | 18 | -1 | -19% | 0%
O=C(CSc1nnnn1-c1cccnc1)Nc1ccc(OCc2ccccc2)cc1 | -2% | 8% | -16% | 17 | -1 | -1% | 0%
O=C(NNC(=O)c1cnccn1)c1cccc([N+](=O)[O-])c1 | ? | -5% | 3% | 8 | 3 | 109%[activator] | 1%
COc1ccc(-n2c(=S)[nH]c3cc(C(=O)Nc4ccc(OC)c(OC)c4)ccc3c2=O)cc1 | 3% | -2% | 64%[activator] | -10 | -3 | 59%[activator] | 0%
COc1ccc(-c2[nH]nc3c2C2(C(=O)N(CC(=O)O)c4ccccc42)C(C#N)=C(N)O3)cc1OC (centres undefined) | -5% | -7% | -26% | 3 | -1 | 2% | -4%
COc1ccc(NC(=O)c2cc([N+](=O)[O-])ccc2N2CCNCC2)cc1 | 2% | 0% | 35%[activator] | -1 | -2 | -10% | 2%
O=C(NCc1ccccc1F)c1cccc(S(=O)(=O)NCc2ccccc2)c1 | ? | 5% | 36%[activator] | 2 | 0 | -2% | -1%
CC(OC(=O)c1cccc(-n2cnnn2)c1)C(=O)Nc1ccc(F)cc1Cl (centres undefined) | 35%[activator] | -4% | 27% | / | / | 11% | /
COc1ccc(N(C)S(=O)(=O)c2c(C)[nH]c(=O)[nH]c2=O)c(OC)c1 | 0% | -4% | 6.6µM* | 32 | -1 | -12% | -2%
CN(C)c1ccc(C(=O)NNC(=O)c2ccc(Cl)cc2)cc1 | 24% | 1% | 53%[activator] | 12 | 12 | 33%[activator] | 0%
O=C(c1cc(-c2ccc(Cl)cc2)n(-c2ccc(Cl)cc2)n1)N1CCOCC1 | ? | -5% | ? | -18 | -3 | -3% | 0%
CCC(C)c1ccc(NC(=O)C2CC2)cc1 (centres undefined) | ? | -2% | 171%[activator] | 59* | 25* | -7% | -3%
COc1ccc(NC(=O)Nc2cc(C)cc(C)c2)cn1 | -3% | 1% | 23% | 39 | 15 | 8% | 8%
CC(C)CNC(=S)N1CCC(C(=O)c2ccc(F)cc2)CC1 | -6% | -1% | ? | 11 | 2 | -2% | -5%
O=C(Cn1nnc(-c2ccc(CN3CCOCC3)cc2)n1)NC1CCCCC1 | 4% | -4% | 141%[activator] | -14 | -3 | 4% | -2%
COc1ccc(CN2CCC(C(=O)Nc3ccc(Oc4cccnc4)cc3)CC2)c(C)c1C | 7.4µM* | -10% | 29% | -1 | -1 | -2% | 1%
O=C(O)[C@H](Cc1ccccc1)NC(=O)N1CCC(Cc2ccccc2)CC1 | 154%[activator] | -3% | 31%[activator] | -4 | -1 | 26% | -2%
CC1CCCN(C(=S)NCc2ccccc2)C1 (centres undefined) | -2% | -22% | -17% | 2 | -4 | 6% | 0%
CC1(C)N=C(c2ccccc2)[C@@H]2C(c3ccc([N+](=O)[O-])cc3)N21 (some centres undefined) | 0% | -5% | 14% | -8 | -2 | 7% | 4%
COc1ccc(CCNC(=O)CN(C2CCCCC2)S(C)(=O)=O)cc1 | 1% | -7% | 25% | -2 | -4 | 13% | -8%
CCCOc1ccc(C(=O)N2CCCC2)cc1OC | 27% | -3% | -20% | -1 | -3 | -11% | -1%
O=C(Nc1ccc(F)cc1)c1ccc(S(=O)(=O)NCC2CCCO2)cc1 (centres undefined) | ? | 4% | -10% | -17 | -1 | 5% | -1%
CC(C)(C)OC(=O)N1CCN(C(=O)c2[nH]cnc2C(=O)Nc2ccon2)CC1 | 39%[activator] | 0% | -17% | / | / | 60%[activator] | /
Oc1ccccc1Nc1nc(-c2ccccc2O)nc2ccccc12 | 1µM* | -8% | 1.3µM* | 3 | 10 | 0% | 1%
O=c1c2ccccc2[nH]c(=S)n1CCc1ccccc1 | 16% | 6% | -10% | 69* | 33* | 42%[activator] | 1%
COc1cccc(N2CCN(C(=O)c3ccc4nc[nH]c4c3)CC2)c1 | 11% | -5% | -32% | 19 | 17 | -8% | -7%
O=C(N/N=C/c1c(O)ccc2ccccc12)c1[nH]ncc1Br | 12µM* | -1% | 12µM* | 82* | 44* | 44%[activator] | 0%
CCOC(=O)C1=C(N)Oc2c(c(=O)oc3ccccc23)C12C(=O)N(C)c1ccccc12 (centres undefined) | -1% | 1% | ? | -13 | -1 | -10% | 0%
CC(C)(C)n1nc2c(c1NC(=O)c1ccc(S(=O)(=O)N3CCCCC3)cc1)CS(=O)C2 (centres undefined) | ? | 4% | ? | -17 | -1 | 6% | -1%
CCCCCNC(=O)c1c[nH]c2ccc(S(=O)(=O)N3CCC4(CC3)OCCO4)cc2c1=O | 13µM* | 4% | 0% | -11 | -5 | -2% | 4%
CC(C)COc1ccc(C(=O)NC(=S)Nc2ccc(CN3CCOCC3)cc2)cc1 | -2% | 1% | 2% | -13 | -2 | -1% | 0%
O=c1cc(CO)oc(C(Nc2ccccn2)c2ccccc2Cl)c1O (centres undefined) | ? | -14% | ? | -8 | 11 | -9% | 0%
CC1CN(C(=O)CN2C(=O)NC3(CCCCCC3)C2=O)CC(C)O1 (centres undefined) | 5% | 5% | 21% | -8 | -2 | -4% | 1%
CCOc1ccc(C2C(C#N)=C(N)Oc3nc[nH]c(=O)c32)cc1 (centres undefined) | -7% | 5% | 2% | -11 | 3 | 6% | -1%
O=C(O)CNC(=S)N(Cc1ccccc1)Cc1cccs1 | -4% | 2% | ? | -4 | -2 | 47%[activator] | 1%
